GASC-1 inh – inhibitors of human GASC-1 (JMJD2C) demethylase; inhibition, % at 2.35 µM; AID 2099; hit rate 0.069% among 330,000; GST-JMJD2C(1-420) H3K9me3 demethylation, DELFIA europium; Q9H3R0;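 active means more than half of a compound's replicate wells show inhibition beyond 50%, single wells judged on their own value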;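 further: signal counts dimethyl H3K9 product captured on neutravidin plate; 0% = median of DMSO wells and 100% = 0.3 times that DMSO median; strong numbers were not always called active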
Target sequence (Q9H3R0 1-420 limits assumed): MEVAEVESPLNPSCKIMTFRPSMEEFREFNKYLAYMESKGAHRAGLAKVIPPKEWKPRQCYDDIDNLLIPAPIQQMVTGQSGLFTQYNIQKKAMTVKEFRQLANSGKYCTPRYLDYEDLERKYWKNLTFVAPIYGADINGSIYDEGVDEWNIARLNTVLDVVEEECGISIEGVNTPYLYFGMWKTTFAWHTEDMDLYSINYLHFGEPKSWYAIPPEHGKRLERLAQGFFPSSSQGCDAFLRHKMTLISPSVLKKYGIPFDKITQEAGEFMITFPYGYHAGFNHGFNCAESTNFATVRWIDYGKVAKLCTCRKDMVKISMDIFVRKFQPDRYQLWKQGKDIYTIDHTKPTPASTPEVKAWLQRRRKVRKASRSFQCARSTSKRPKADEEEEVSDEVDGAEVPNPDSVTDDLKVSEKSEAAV
VLA-4 inh – inhibition in a human VLA-4 binding assay | inhibition, % (about 7 µM as worked out from the volumes in the protocol) | hit rate 0.2% among 330,000 | P13612 | VLA-4 expressing cells, ligand binding flow cytometry | AID 2557; in the data active means inhibition above about 50%
HCV core dimer – HCV core protein dimerization inhibition; hit rate 0.33% among 300,000; TR-FRET GST/Flag-core106 dimerization, 1536-well; AID 1899; inhibition, % at 5 µM;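 active means inhibition above the mean of all tested compounds plus 3 SD, set per screening campaign, cut at about 45% in these data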
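System – GST-tagged and Flag-tagged HCV core protein residues 1-106 · Repeats – one well for each compound · Technique – TR-FRET 671 and 617 nm emission · Doses – one concentration, 5 µM, in 0.5% DMSO · Times – 4 h, 22.5 °C incubation · Also added – Eu donor and XL665 acceptor anti-tag antibodies · Measure – percent inhibition of core106 dimerization signal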
PP5 primary – PP5 (human) phosphatase inhibition; P53041; purified PP5c, OMFP substrate fluorescence; inhibition, % at 6.7 µM; hit rate 0.18% among 320,000; AID 1987;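 active means inhibition above the campaign's mean inhibition across all tested compounds plus 3 SD, cut at about 9.5% in these data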;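 further: 0% = DMSO only and 100% = 100 µM cantharidin control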
procasp3 activ – activates human procaspase-3 | recombinant procaspase-3 D3A, Ac-DEVD-pNA absorbance 405 nm | AID 463141 | P42574 | hit rate 0.11% among 330,000 | activation, % at 8.5 µM;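 active means activation above the mean of all tested compounds plus 3 SD, cut at about 21% in these data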;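 further: 0% = DMSO alone and 100% = DMSO wells spiked with extra 5 µM PC-3 D3A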
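Assay system – Procaspase-3 D3A mutant, all three cleavage aspartates alanine · Controls – DMSO-only low control, 5 µM PC-3 D3A high control · Schedule – 1 h compound preincubation, 2 h substrate hydrolysis at 25 °C · Signal – 405 nm absorbance of p-nitroaniline, reads at 0 and 120 min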
PP1 inh – counter-screen for PP5 inhibitors: inhibitors of human PP1-alpha. P62136. purified PP1alpha, OMFP fluorescence. inhibition, % at 6.7 µM. hit rate 0.9% among 320,000. AID 2235;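 active means inhibition above the mean inhibition of all tested compounds plus 3 SD, computed separately for each screening campaign, cut at about 15% in these data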
Target sequence (P62136 whole entry, looked up): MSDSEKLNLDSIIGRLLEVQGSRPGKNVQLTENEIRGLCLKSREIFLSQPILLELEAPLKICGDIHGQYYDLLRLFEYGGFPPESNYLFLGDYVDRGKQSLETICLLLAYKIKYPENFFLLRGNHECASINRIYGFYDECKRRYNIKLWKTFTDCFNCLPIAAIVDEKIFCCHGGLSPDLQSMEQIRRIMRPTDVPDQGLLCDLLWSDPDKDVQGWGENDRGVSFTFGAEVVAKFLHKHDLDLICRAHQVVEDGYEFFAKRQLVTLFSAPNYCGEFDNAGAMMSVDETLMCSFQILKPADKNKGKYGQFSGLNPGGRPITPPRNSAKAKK
Fh CTSL1 inh – cathepsin L1 inhibition, PFM18AAP counter-screen; recombinant F. hepatica cathepsin L1, Z-Leu-Arg-MCA fluorescence; inhibition, % at 5.96 µM; hit rate 0.49% among 300,000; AID 1906;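 active means inhibition above the mean of all tested compounds plus 3 SD, set per screening campaign, cut at about 17% in these data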;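 further: 0% = plate median of test compound wells and 100% = 1 µM Z-Phe-Ala-diazomethylketone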
GRK2 inh – blocks RNA aptamer binding to human GRK2 | P25098 | bead flow cytometry, FAM-aptamer displacement from GRK2 | inhibition of aptamer binding, % at 10 µM | hit rate 0.59% among 330,000 | AID 488847;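 active means inhibition of aptamer binding above 40%, roughly 3 SD of noise, on plates passing a quality check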;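 further: median bead fluorescence of bound FAM aptamer so fluorescent compounds give negative values; no value below 0 was filed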
procasp7 counter – counter-screen: procaspase-7 (human) activation | hit rate 0.093% among 330,000 | recombinant procaspase-7, Ac-DEVD-pNA absorbance 405 nm; D23A/D198A/D206A triple mutant, cannot self-cleave; scale: DMSO 0, 5 µM enzyme 100 | activation, % at 8.5 µM | P55210;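 active means percent activation above the screen-wide mean plus 3 SD, cut at about 25% in these data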
Target sequence (P55210 whole entry D23A/D198A/D206A): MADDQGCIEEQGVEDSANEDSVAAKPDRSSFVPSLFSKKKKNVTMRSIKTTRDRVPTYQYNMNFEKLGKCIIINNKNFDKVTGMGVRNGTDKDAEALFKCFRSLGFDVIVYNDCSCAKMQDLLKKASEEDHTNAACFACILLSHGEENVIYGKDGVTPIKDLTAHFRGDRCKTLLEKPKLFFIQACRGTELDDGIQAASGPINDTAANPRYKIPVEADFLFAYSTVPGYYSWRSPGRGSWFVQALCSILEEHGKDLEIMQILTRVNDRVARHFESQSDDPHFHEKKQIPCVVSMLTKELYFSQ
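Assay system – Uncleavable procaspase-7 mutant enzyme · Quantity – 2 µM procaspase-7 mutant as dispensed · Times – 1 h preincubation, 2 h reaction · Dosing – single nominal 8.5 µM compound dose, 0.8% DMSO final · Buffer or medium – Zinc-free 50 mM HEPES buffer, pH 7.4, with NaCl and Triton X-100 · Detection – Epi-absorbance of released pNA at 405 nm, two timepoints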
Active calls of the source: *; · = no result given.

SMILES | GASC-1 inh | VLA-4 inh | HCV core dimer | PP5 primary | procasp3 activ | PP1 inh | Fh CTSL1 inh | GRK2 inh | procasp7 counter
CC(CCc1ccccc1)NCC(O)c1cccc([N+](=O)[O-])c1 (stereo not given) | -9.6 | 0.0 | -4.4 | -2.1 | 8.8 | -5.2 | 0.0 | 0.0 | 6.0
COc1cccc(-c2nc(CS(=O)(=O)CC(=O)NCCc3ccc(OC)c(OC)c3)c(C)o2)c1 | -13.2 | 0.1 | -8.6 | 1.8 | -3.5 | -0.6 | -1.5 | 0.0 | -6.9
O=C(N/N=C/c1ccc2c(c1)OCO2)C(O)c1ccccc1 (stereo not given) | -1.8 | 26.8 | -0.8 | 0.8 | -0.2 | -2.7 | -2.3 | 9.0 | 17.2
Cc1cccc(NC(=S)NC(=O)/C=C/c2ccco2)c1 | -21.5 | 0.9 | 32.4 | 1.6 | -10.2 | 3.1 | 8.6 | 1.0 | -11.7
Cc1ccc(-c2cccc(C(=O)NCc3ccccc3)n2)c2ccccc12 | -0.5 | 26.3 | -9.1 | 2.4 | 1.3 | 5.7 | -5.0 | 4.0 | -1.8
COc1ccc(C2C(C(=O)NCc3ccco3)CCC(=O)N2c2ccc(OC)cc2)cc1 (stereo not given) | 1.4 | 0.4 | -1.4 | 0.6 | -8.5 | -2.2 | -0.1 | 2.0 | 3.0
CCc1cc2c(=O)c(-c3cnn(-c4ccccc4)c3)coc2c(CN2CCOCC2)c1O | 7.4 | 0.4 | 3.1 | 0.8 | -1.8 | 0.5 | 1.1 | 0.0 | 9.5
O=C(NC1CCN(Cc2ccccc2)C1)c1cc(S(=O)(=O)N2CCOCC2)ccc1Cl (stereo not given) | 0.0 | 2.5 | · | 3.6 | 7.0 | -1.2 | · | 0.0 | 2.9
Cc1ccc(OCC(=O)Nc2ccon2)c([N+](=O)[O-])c1 | 2.4 | 10.3 | -4.3 | -1.6 | -1.7 | -3.4 | 0.0 | 0.0 | 6.7
CN(CCc1cnn(C)c1)Cc1cn(C)nc1-c1ccccc1F | 1.6 | 7.5 | 0.8 | -0.4 | 2.5 | -0.9 | -4.9 | 0.0 | 0.1
Cc1ccc(C2C(C#N)=C(N)SC(N)=C2C#N)o1 | 1.9 | -4.1 | 46.5* | 8.7 | -22.1 | -0.8 | 0.0 | 0.0 | -19.3
CN(C)C(CNc1nnnn1-c1ccccc1)c1ccco1 (stereo not given) | -0.4 | -2.6 | 2.5 | -0.6 | -11.6 | -4.3 | -2.6 | 4.0 | 6.8
O=C(CNS(=O)(=O)c1cccc(Cl)c1)OCc1csc(-c2ccccc2)n1 | 5.4 | 11.2 | -4.0 | 4.5 | 1.8 | -0.1 | -19.9 | 3.0 | -4.8
O=C1[C@H]2[C@@H](c3ccc(Cl)cc3)N3C(=O)N(c4cccc(F)c4)C(=O)[C@@]3(Cc3ccc(Cl)cc3)[C@H]2C(=O)N1C1CCCCC1 | -5.7 | 8.2 | 8.5 | 2.2 | 1.5 | -0.5 | -4.8 | 2.0 | -3.5
CC(C)c1ccccc1-n1c(SCc2cc(=O)oc3ccc4ccccc4c23)nnc1-c1cccnc1 | 15.4 | -2.0 | 17.4 | 4.0 | -2.5 | 13.2 | -3.1 | 3.0 | -10.4
O=[N+]([O-])c1ccccc1Nc1c2ccccc2nc2ccccc12 | 13.5 | 15.9 | -0.8 | -1.7 | -9.0 | -4.9 | -2.2 | 2.0 | -3.7
COc1cccc(/C=C/C(=O)NNC(=O)CCN2CCN(Cc3ccccc3)CC2)c1 | 9.0 | -10.4 | -0.8 | 2.4 | 3.0 | -3.8 | 3.8 | 0.0 | -11.1
COc1cccc(Cn2cnc3c(N)c(C)c(C)cc32)c1 | -18.7 | -15.2 | 12.8 | 2.2 | -4.7 | -1.3 | 0.0 | 0.0 | -1.2
Cc1ccc(S(=O)(=O)N2CCN(c3ccc(C(F)(F)F)cc3[N+](=O)[O-])CC2)cc1 | -2.4 | 18.3 | 5.5 | 2.9 | -8.5 | 0.0 | -0.6 | 3.0 | -1.0
COc1cc(OC)c(OC)cc1CN(C)C(c1ccccc1)c1nnnn1-c1ccccc1C (stereo not given) | -3.4 | 12.4 | -5.9 | 5.4 | -0.4 | -2.1 | 4.7 | 0.0 | 6.1
CCOC(=O)C1(c2nc(N)cs2)COC(=O)C1 (stereo not given) | -15.7 | 2.5 | -2.1 | 0.8 | 7.2 | 4.8 | -0.9 | 0.0 | 9.1
O=C(c1c[nH]c(C(=O)C(Cl)(Cl)Cl)c1)c1ccccc1F | -5.3 | 20.9 | -1.0 | 2.3 | -0.1 | 2.7 | -2.7 | 1.0 | -5.8
Clc1ccc2nc(-c3ccc(Cl)nc3)[nH]c2c1 | -15.6 | -2.9 | 9.1 | -0.4 | 3.7 | -1.2 | -0.6 | 5.0 | 12.1
COC(=O)[C@]1(Cc2ccccc2)N[C@H](CN(C)C(=O)c2ccc(F)cc2)[C@@H]2C(=O)N(C)C(=O)[C@@H]21 | · | 30.9 | · | · | 2.3 | · | · | 0.0 | -2.2
O=C(NC1CC1)c1cc2ccccc2o1 | 1.3 | -8.1 | -1.1 | 1.7 | -0.2 | -2.4 | -2.1 | 0.0 | 3.0
CCCc1cc(=O)[nH]c(SCC(=O)N(CCOC)c2c(N)n(Cc3ccccc3)c(=O)[nH]c2=O)n1 | -3.4 | 15.2 | -1.6 | -0.6 | 5.0 | 2.1 | 3.5 | 1.0 | 8.8
CCOC(=O)N1CCN(C(=O)COC(=O)CNC(=O)c2ccc(Cl)cc2Cl)CC1 | 7.3 | 19.8 | 3.7 | 0.1 | -4.8 | -5.5 | -2.0 | 0.0 | -0.5
c1ccc(C2CC(c3cccs3)Nc3nnnn32)cc1 (stereo not given) | -21.4 | -10.4 | 3.8 | 1.4 | -5.2 | -1.6 | 1.0 | 1.0 | 3.7
CCOC(=O)c1nccnc1C(=O)Nc1cccc(C(F)(F)F)c1 | 23.2 | 1.2 | -1.3 | 0.3 | -0.5 | -1.6 | -0.1 | 0.0 | 6.4
CCN(CC(=O)Nc1c(F)cccc1F)C(=O)Cn1[nH]c(=O)c2ccccc2c1=O | -2.9 | 17.5 | · | -0.4 | 3.8 | -4.6 | · | 0.0 | 12.7

Records listed so far that bear a hit mark in HCV core dimer.
| smiles | GASC-1 inh | VLA-4 inh | HCV core dimer | PP5 primary | procasp3 activ | GRK2 inh |
| --- | --- | --- | --- | --- | --- | --- |
| Cc1ccc(C2C(C#N)=C(N)SC(N)=C2C#N)o1 | 1.9 | -4.1 | 46.5* | 8.7 | -22.1 | 0.0 |

(list continues)
SMILES | GASC-1 inh | VLA-4 inh | HCV core dimer | PP5 primary | procasp3 activ | PP1 inh | Fh CTSL1 inh | GRK2 inh | procasp7 counter
Cc1ccc2c(c1)/C(=C/c1ccccc1)C(=O)N2 | -0.8 | 36.1 | 3.9 | -1.3 | -1.7 | 1.8 | -3.3 | 0.0 | 1.5
COc1ccc(OCc2n[nH]c(=S)n2N)cc1 | 13.3 | -3.6 | 1.3 | -2.3 | -12.4 | 1.4 | -1.8 | 3.0 | -31.7
Cc1nc2ccc(S(=O)(=O)NC(C(=O)N3CCC(C)CC3)C(C)C)cc2s1 (stereo not given) | -5.0 | 29.6 | 1.4 | -1.8 | -6.9 | -4.8 | 4.5 | 0.0 | -4.9
O=C(NN=C1CCCC1)c1ccn[nH]1 | -13.3 | 0.8 | -9.5 | 0.7 | -10.0 | -0.1 | -4.2 | 2.0 | -3.7
COc1ccnc(Oc2ccc(F)cc2)c1C(=O)N/C=N/OCc1cccc(F)c1 | 23.5 | -7.6 | 0.0 | 4.0 | -5.2 | -1.1 | -4.2 | 1.0 | -6.5
COc1ccccc1C(=O)C1CCCN(C(=O)c2ccccn2)C1 (stereo not given) | 19.5 | 5.9 | 4.0 | 3.1 | 11.6 | -5.2 | -1.2 | 1.0 | 1.0
C=CCn1c2ccccc2c2nnc(SCC(=O)Nc3cc(C)on3)nc21 | -0.3 | 22.3 | 5.5 | 0.0 | -1.3 | -1.7 | 6.1 | 3.0 | 3.4
CC(C)(C)c1ccc(OC(=O)N2CCOCC2)cc1 | -12.8 | -2.2 | 5.3 | -0.2 | -3.8 | 0.6 | 3.7 | 0.0 | 1.3
CCN(Cc1ccccc1)S(=O)(=O)c1cn(C)cn1 | -10.6 | 7.8 | -18.2 | 0.7 | 10.9 | -2.5 | 0.8 | 0.0 | 6.3
Cc1cc(C)c(S(=O)(=O)O)c(C)n1 | -10.1 | 1.7 | 2.7 | 0.6 | 1.7 | -6.5 | -7.4 | 0.0 | -3.0
Cc1c(NC(=O)c2cccnc2Cl)c(=O)n(-c2ccccc2)n1C | 7.6 | 10.2 | 3.2 | -0.2 | 3.7 | -1.7 | 5.0 | 3.0 | 13.5
Cn1nnnc1SCC(=O)Nc1ccccc1C(N)=O | -33.7 | -3.8 | -1.4 | -0.9 | 5.8 | -4.7 | -0.2 | 5.0 | 5.6
O=C(Nc1ccc(Cl)cc1)C1CCCN(c2ncnc3c2nc2n3CCCCC2)C1 (stereo not given) | 5.1 | 10.5 | 0.3 | 2.0 | 0.5 | -0.2 | 2.8 | 0.0 | 2.5
CCOC(=O)N1CCN(S(=O)(=O)c2c(C(=O)N3CCCCC3)c(C)n(C)c2C)CC1 | -12.9 | 0.9 | -6.4 | 1.7 | 1.1 | -0.6 | -5.0 | 1.0 | 7.1
COc1cc(/C=C/C(=O)O)cc(S(=O)(=O)Nc2cc(Cl)c(Cl)cc2Cl)c1OC | -10.7 | -2.5 | 6.8 | -0.8 | -4.5 | 2.1 | -2.6 | 2.0 | -2.6
CC(C)c1csc(CN2CCN(Cc3ccc(F)c(F)c3)C(CCO)C2)n1 (stereo not given) | -5.0 | 6.8 | 0.2 | -2.2 | -0.8 | -3.5 | -2.2 | 0.0 | 8.1
CC(NC(=O)c1ccco1)c1cccc2ccccc12 (stereo not given) | -0.4 | -0.7 | -2.8 | 0.3 | 0.4 | -2.0 | 3.2 | 0.0 | -5.8
CN(C)c1ccc(CNc2nc(-c3ccccc3)nn2S(C)(=O)=O)cc1 | 3.7 | 9.2 | -0.4 | 1.8 | -7.9 | -2.0 | 0.2 | 2.0 | -4.7
CC(C)c1ccc(NC(=O)c2cc(S(=O)(=O)N3CCCCC3)c[nH]2)cc1 | -3.2 | 13.7 | 8.4 | -1.1 | 8.8 | -1.5 | 0.0 | 0.0 | 1.3
N#C/C(=C\Nc1ccccc1SC(F)(F)F)c1nc(-c2ccccc2)cs1 | 3.1 | -0.9 | 4.8 | 5.3 | 1.3 | -1.9 | 2.1 | 48.0* | -3.9
O=C(CSc1nnc(-c2cccnc2)n1CCc1ccccc1)NCc1ccccc1 | -2.3 | 0.3 | 0.2 | 0.6 | 5.8 | -2.6 | -1.0 | 1.0 | 13.4
